Mcl1 Noxa PPI = Mcl-1/Noxa binding inhibitors, primary screen, biochemical, TR-FRET, 1536-well; Induced myeloid leukemia cell differentiation protein Mcl-1 (Homo sapiens), Q07820; 220,000 tested, 1.5% active; AID 1022, 2008; inhibition, % at 21.7 µM; TR-FRET Mcl-1/Noxa peptide binding, 2 h;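 active means compounds that cut the protein-peptide binding signal by more than 50% relative to plate controls in a single-dose test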;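 further: His-tagged Mcl-1 with rhodamine Noxa BH3 peptide and terbium anti-His antibody; 0% = Mcl-1 plus Noxa peptide wells and 100% = peptide-only wells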
Target sequence (Q07820 whole entry, looked up): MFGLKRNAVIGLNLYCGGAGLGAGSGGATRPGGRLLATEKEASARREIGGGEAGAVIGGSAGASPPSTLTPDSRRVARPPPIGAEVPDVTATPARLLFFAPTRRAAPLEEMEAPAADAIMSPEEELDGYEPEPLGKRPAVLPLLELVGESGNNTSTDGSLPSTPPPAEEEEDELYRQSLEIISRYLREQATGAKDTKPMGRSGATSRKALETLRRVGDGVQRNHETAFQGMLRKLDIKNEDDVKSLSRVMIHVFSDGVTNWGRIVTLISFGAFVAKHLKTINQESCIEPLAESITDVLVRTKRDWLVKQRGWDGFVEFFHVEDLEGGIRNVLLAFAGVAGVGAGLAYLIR
Mcl1 Bid PPI = Mcl-1/Bid binding inhibitors, primary screen, biochemical, TR-FRET, 1536-well; Induced myeloid leukemia cell differentiation protein Mcl-1 (Homo sapiens), Q07820; AID 1021, 2008; TR-FRET Mcl-1/Bid-Dy647 peptide binding; inhibition, % at 21.7 µM; 220,000 tested, 0.97% active;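 active means compounds that cut the binding signal by more than half at the single screening dose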;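 further: His-tagged Mcl-1 with europium anti-His antibody binding Bid BH3 peptide; 0% = Mcl-1 plus peptide wells and 100% = peptide-only wells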
Rac1 mut GTP = GTP binding modulators of activated mutant Rac1, primary screen, biochemical, bead-based flow cytometry, multiplex, fluorescent GTP; Ras-related C3 botulinum toxin substrate 1 (Homo sapiens), P63000; 190,000 tested, 0.11% active; percent activity (GTP binding), % at 10 µM; GST-Rac1 activated beads; actives lie on both sides; 100% means binding = to untreated wells;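 active means GTP binding at least 20 percentage points away from the 100% baseline, in either direction, so actives lie on both sides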
Avidin bead fluor = green autofluorescence of compounds with avidin beads – biophysical, 488/530 nm, flow cytometry, artefact control, profiling panel; compound fluorescence 488/530 nm; hits give high values; fluorescence (KMESF) at 10 µM; 220,000 tested, 0.38% active; in the data active means fluorescence above about 47; further: inactives centre near 10
Cdc42 wt GTP = modulators of GTP binding to wildtype Cdc42, primary screen, biochemical, multiplex bead flow cytometry, Bodipy-GTP; GST-Cdc42 beads; actives lie on both sides; percent activity (GTP binding), % at 10 µM; 190,000 tested, 0.2% active; AID 761, 2007;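 active means percent activity GTP binding at least 20 points away from the 100% baseline, either down as inhibitor or up as activator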;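 further: median bead fluorescence of bound Bodipy-FL-GTP at 100 nM; 0% = excess unlabeled GTP control and 100% = no compound control; below 100% means less GTP binding so inhibitor and above means activator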
Target sequence (P60953 whole entry, looked up): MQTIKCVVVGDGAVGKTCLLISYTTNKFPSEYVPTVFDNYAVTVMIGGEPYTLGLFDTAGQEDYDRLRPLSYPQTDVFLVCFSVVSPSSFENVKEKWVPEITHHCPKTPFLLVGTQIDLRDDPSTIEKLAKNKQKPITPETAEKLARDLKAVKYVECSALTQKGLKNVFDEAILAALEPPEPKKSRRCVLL
Rac1 wt modul = wildtype Rac1 GTP binding modulators, primary screen, biochemical, GST-Rac1 beads, flow cytometry, multiplex. Ras-related C3 botulinum toxin substrate 1 (Homo sapiens), P63000. fluorescent GTP binding; actives lie on both sides; 0 = cold GTP competed, 100 = untreated. GTP binding activity (% of control), % at 10 µM. 190,000 tested, 0.27% active. AID 757, 2007;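 active means GTP binding activity at least 20 points away from the 100% control level, either lower or higher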
Pf gamet viab = late stage P. falciparum gametocyte viability inhibitors, primary screen, ATP luminescence, HTS; 150,000 tested, 0.065% active; inhibition, % at 10.9 µM; P. falciparum stage V gametocytes, 24 h; AID 743093, 2013;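 active means inhibition above the mean plus 3 SD of compounds within the control limits, set per campaign, cut at about 38% in these data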;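 further: 0% = DMSO wells and 100% = medium only without gametocytes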
Rab7 wt modul = modulators of GTP binding to Rab7, primary screen, biochemical, wildtype, multiplex bead flow cytometry; 190,000 tested, 0.055% active; GST-Rab7 beads, fluorescent GTP binding; actives lie on both sides; untreated = 100%, excess cold GTP = 0%; GTP binding activity (percent of control), % at 10 µM;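 active means fluorescent GTP binding to Rab7 beads changed by at least 20 points from the 100% baseline, either direction, mostly lower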;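 further: median green fluorescence of bound Bodipy-FL-GTP per Rab7 bead population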
HRas wt GTP = modulators of GTP binding to HRas wildtype, primary screen, biochemical, bead-based flow cytometry, multiplex; GST-Ras wt beads, Bodipy-FL-GTP binding; actives lie on both sides; GTP binding activity, % at 10 µM; 190,000 tested, 0.14% active;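 active means GTP binding activity at least 20% away from the 100% baseline, either lowered as inhibitor or raised as activator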;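 further: 0% = unlabeled GTP competition control and 100% = no-compound control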
Target sequence (P01112 whole entry, looked up): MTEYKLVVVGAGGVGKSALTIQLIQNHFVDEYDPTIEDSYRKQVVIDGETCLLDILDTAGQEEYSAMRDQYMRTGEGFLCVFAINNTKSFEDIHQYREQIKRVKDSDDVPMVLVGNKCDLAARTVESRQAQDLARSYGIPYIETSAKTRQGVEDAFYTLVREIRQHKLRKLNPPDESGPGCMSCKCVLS
Rab2A wt mod = modulators of GTP binding to Rab2A wildtype, primary screen, biochemical, dog, bead-based flow cytometry, multiplex. 190,000 tested, 0.19% active. AID 760, 2007. Ras-related protein Rab-2A (Canis lupus familiaris), P61105. GTP binding activity, % at 10 µM. GST-Rab2 wt beads, Bodipy-GTP binding;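 active means GTP binding activity at least 20 points away from 100%, either lowered or raised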;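 further: 0% = beads with excess unlabeled GTP and 100% = no-compound control corrected for plate trend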
GSH fluor = compound fluorescence on glutathione beads, profiling panel, artefact control, biophysical, 488/530 nm, flow cytometry; 190,000 tested, 0.25% active; GSH beads flow cytometry, compound fluorescence 488/530 nm; hits give high values; fluorescence (KMESF) at 10 µM; in the data active means fluorescence above about 89;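 further: glutathione beads carrying GST-tagged Bcl family fusion proteins plus one bare bead set; values are compound well signal with DMSO vehicle wells as background; inactives centre near 16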
Numbers without * were called inactive; . = no result given. An excerpt, so the mix of outcomes need not match the whole.

SMILES | Mcl1 Noxa PPI | Mcl1 Bid PPI | Rac1 mut GTP | Avidin bead fluor | Cdc42 wt GTP | Rac1 wt modul | Pf gamet viab | Rab7 wt modul | HRas wt GTP | Rab2A wt mod | GSH fluor
O=C(c1cc(F)ccc1F)C1CCCN(CCCc2ccccc2)C1 (stereo not drawn) | 6 | -23 | 97 | 7 | 96 | 96 | . | 106 | 95 | 101 | 18
O=C1NC(=O)N(c2ccc3c(c2)OCO3)C(=O)/C1=C/c1ccsc1 | 16 | -34 | 96 | 9 | 93 | 95 | 7 | 89 | 95 | 95 | 14
O=C(c1ccc(-c2ccccc2)c(F)c1)C1CCCN(CCO)C1 (stereo not drawn) | 17 | -1 | 98 | 6 | 99 | 99 | -20 | 96 | 96 | 100 | 17
O=C(Cc1ccccc1)N1CCN(Cc2ccccn2)CC1 | 1 | 50 | 97 | 33 | 104 | 102 | . | 104 | 101 | 100 | 13
COc1ccc(-n2c(/C=C/c3ccc4c(c3)OCO4)nc3ccccc3c2=O)cc1 | 32 | 4 | 98 | 7 | 102 | 106 | 19 | 98 | 101 | 101 | 9
CCN1CCN(C(=O)COc2cc(=O)n(CC)c3ccccc23)CC1 | 22 | 15 | 100 | 39 | 101 | 100 | 23 | 98 | 100 | 98 | 10
O=c1c2ccccc2nc(SCC2CCCCO2)n1-c1ccccc1 (stereo not drawn) | 13 | -4 | 96 | 6 | 96 | 104 | -20 | 99 | 97 | 99 | 10
COc1ccc(C2SCC(=O)Nc3c2c(C)nn3-c2ccccc2)cc1 (stereo not drawn) | 8 | -1 | 100 | 7 | 103 | 103 | 3 | 97 | 100 | 101 | 34
COc1ccc(Cl)cc1C(=O)C1CCCN(CCO)C1 (stereo not drawn) | 0 | -8 | 95 | 4 | 95 | 95 | 1 | 97 | 96 | 97 | 10
O=[N+]([O-])c1cccc(CN2CCN(Cc3ccc(Cl)cc3)CC2)c1 | -2 | 49 | 98 | 11 | 97 | 99 | 0 | 97 | 98 | 95 | 15
O=C1NC(=O)N(Cc2ccco2)C(=O)/C1=C/c1ccc(-c2cccc([N+](=O)[O-])c2)o1 | 93* | -2 | 83 | 4 | 90 | 87 | . | 91 | 84 | 84 | 5
Cc1ccsc1C(=O)C1CCCN(Cc2cnn(C(C)C)c2)C1 (stereo not drawn) | 10 | 2 | 95 | 6 | 97 | 101 | 8 | 96 | 98 | 99 | 9
CCC(=NCC1CCCO1)c1c(O)n(Cc2ccccc2)c(=O)[nH]c1=O (stereo not drawn) | 10 | 7 | 98 | 42 | 101 | 103 | 13 | 103 | 101 | 99 | 24
Cc1nc(CCl)cc(=O)[nH]1 | 6 | -2 | 97 | 13 | 100 | 102 | -9 | 99 | 100 | 97 | 18
COc1ccc(C2C([N+](=O)[O-])=C(N)Oc3c2c(=O)oc2ccccc32)cc1 (stereo not drawn) | 9 | -18 | 95 | 7 | 92 | 96 | . | 95 | 94 | 94 | 18
O=C(C1CC(=O)N(c2ccc(F)c(Cl)c2)C1)N1CCC2(CC1)OCCO2 (stereo not drawn) | 14 | -2 | 100 | 7 | 101 | 100 | . | 100 | 102 | 100 | 27
Cc1ccc(N2C(=O)NC(=O)/C(=C\c3ccc(N4CCOCC4)cc3)C2=O)cc1 | 16 | -50 | 98 | 1 | 96 | 101 | 18 | 96 | 100 | 96 | 6
CCOC(=O)c1c(C)n(CC(O)CN2CCOCC2)c2cc(Br)c(OC)cc12 (stereo not drawn) | 11 | 7 | 97 | 12 | 97 | 98 | 12 | 104 | 99 | 98 | 13
CS(=O)(=O)N1CCN(C(=N)N[N+](=O)[O-])CC1 | 0 | -32 | 95 | 20 | 96 | 97 | . | 95 | 94 | 94 | 9
CN(C)c1ccc(/C=C2/C(=O)NC(=O)N(CCc3ccc(F)cc3)C2=O)cc1 | 7 | 25 | 94 | 3 | 96 | 95 | 13 | 97 | 93 | 92 | 4
CN1CCN(c2cn[nH]c(=O)c2Cl)CC1 | -10 | -42 | 95 | 18 | 98 | 97 | -32 | 95 | 95 | 96 | 11
COc1ccc(N2C(=O)/C(=C/C=C/c3ccccc3[N+](=O)[O-])C(=O)NC2=S)cc1 | 89* | 83* | 90 | 13 | 85 | 86 | . | 98 | 91 | 89 | 5
COC(=O)C(O)(c1ccc(N(C)C(=O)OC(C)C)cc1)C(F)(F)F (stereo not drawn) | 4 | -7 | 99 | 14 | 101 | 104 | -2 | 102 | 101 | 100 | 34
COc1cc(NC(=O)CN2C3CCC2CC(O)(c2cccnc2)C3)cc(OC)c1 (stereo not drawn) | 7 | -14 | 94 | 49* | 98 | 95 | . | 93 | 95 | 92 | 11
Oc1ccc(Br)cc1CN1CCN(c2ccccc2)CC1 | 2 | -25 | 100 | 8 | 104 | 103 | -28 | 102 | 105 | 103 | 11

The list continues:
SMILES | Mcl1 Noxa PPI | Mcl1 Bid PPI | Rac1 mut GTP | Avidin bead fluor | Cdc42 wt GTP | Rac1 wt modul | Pf gamet viab | Rab7 wt modul | HRas wt GTP | Rab2A wt mod | GSH fluor
COc1cccc(C(=O)C2CCCN(Cc3ccon3)C2)c1 (stereo not drawn) | 1 | -3 | 95 | 7 | 94 | 103 | -1 | 95 | 96 | 95 | 13
CCCN(CC#CCOc1ccc(OC)cc1)CCC | 19 | 21 | 98 | 7 | 101 | 100 | 4 | 97 | 100 | 99 | 11
Cc1c(C(c2ccc(O)cc2)c2c(O)c3ccccc3oc2=O)c(=O)n(-c2ccccc2)n1C (stereo not drawn) | 3 | -47 | 98 | 9 | 99 | 102 | -26 | 101 | 101 | 101 | 8
O=C(Cc1ccccc1)Oc1cccc(-n2cnnn2)c1 | 5 | 8 | 96 | 14 | 97 | 99 | -9 | 96 | 96 | 97 | 28
CCOC(=O)N(CC)c1ccc(C(O)(C(=O)OCC)C(F)(F)F)cc1 (stereo not drawn) | -3 | -38 | 100 | 8 | 101 | 104 | -15 | 102 | 102 | 101 | 6
COP(=O)(OC)C(NC(=O)/C=C/c1ccccc1)C(Cl)(Cl)Cl (stereo not drawn) | 14 | -35 | 97 | 5 | 98 | 100 | -10 | 108 | 98 | 101 | 10
O=c1[nH]c(=O)n(Cc2ccco2)c(O)c1C=NCCN1CCOCC1 | 11 | -17 | 96 | 10 | 99 | 99 | . | 95 | 99 | 97 | 32
Cc1c(N)c(C)c([N+](=O)[O-])c(C)c1[N+](=O)[O-] | 12 | -22 | 94 | 10 | 94 | 96 | 1 | 96 | 95 | 95 | 10
Cc1nn(Cc2ccccc2Cl)c(C)c1C(=O)OCC(=O)N1CC(C)OC(C)C1 (stereo not drawn) | 13 | -14 | 98 | 25 | 103 | 103 | -6 | 100 | 99 | 99 | 11
CN(C)C(=O)Oc1ccc(Cl)c2cccnc12 | -19 | -24 | 95 | 2 | 94 | 94 | . | 98 | 95 | 98 | 11
Cc1c(C=O)c2ccccc2n1Cc1cccc(F)c1 | 5 | -37 | 102 | 10 | 99 | 103 | -22 | 104 | 100 | 100 | 12
O=C1N(c2cccc(Cl)c2)C(c2cccnc2)N2CCCN12 (stereo not drawn) | -6 | -9 | 96 | 14 | 97 | 96 | 17 | 96 | 96 | 97 | 67
CN(CC(=O)Nc1ccccc1-c1ccccc1)C1CCCCC1 | 31 | 13 | 97 | 21 | 98 | 101 | -28 | 105 | 101 | 101 | 12
OC1/C(=C/c2ccc(F)cc2)N2CCC1CC2 (stereo not drawn) | 3 | -34 | 100 | 5 | 98 | 106 | . | 100 | 99 | 94 | 7
O=C(C1CC(=O)N(C2CCCCCCC2)C1)N1CCC2(CC1)OCCO2 (stereo not drawn) | -3 | -9 | 95 | 30 | 99 | 99 | -3 | 96 | 98 | 97 | 12

Rewritten in markdown: entries from further up.
| Compound | Mcl1 Noxa PPI | Mcl1 Bid PPI | Rac1 mut GTP | Avidin bead fluor | Cdc42 wt GTP | Rac1 wt modul | Pf gamet viab | Rab7 wt modul | HRas wt GTP | Rab2A wt mod | GSH fluor |
| --- | --- | --- | --- | --- | --- | --- | --- | --- | --- | --- | --- |
| CCCN(CC#CCOc1ccc(OC)cc1)CCC | 19 | 21 | 98 | 7 | 101 | 100 | 4 | 97 | 100 | 99 | 11 |
| Cc1c(C(c2ccc(O)cc2)c2c(O)c3ccccc3oc2=O)c(=O)n(-c2ccccc2)n1C (stereo not drawn) | 3 | -47 | 98 | 9 | 99 | 102 | -26 | 101 | 101 | 101 | 8 |
| O=C(Cc1ccccc1)Oc1cccc(-n2cnnn2)c1 | 5 | 8 | 96 | 14 | 97 | 99 | -9 | 96 | 96 | 97 | 28 |
| CCOC(=O)N(CC)c1ccc(C(O)(C(=O)OCC)C(F)(F)F)cc1 (stereo not drawn) | -3 | -38 | 100 | 8 | 101 | 104 | -15 | 102 | 102 | 101 | 6 |
| COP(=O)(OC)C(NC(=O)/C=C/c1ccccc1)C(Cl)(Cl)Cl (stereo not drawn) | 14 | -35 | 97 | 5 | 98 | 100 | -10 | 108 | 98 | 101 | 10 |
| O=c1[nH]c(=O)n(Cc2ccco2)c(O)c1C=NCCN1CCOCC1 | 11 | -17 | 96 | 10 | 99 | 99 | . | 95 | 99 | 97 | 32 |
| Cc1c(N)c(C)c([N+](=O)[O-])c(C)c1[N+](=O)[O-] | 12 | -22 | 94 | 10 | 94 | 96 | 1 | 96 | 95 | 95 | 10 |
| Cc1nn(Cc2ccccc2Cl)c(C)c1C(=O)OCC(=O)N1CC(C)OC(C)C1 (stereo not drawn) | 13 | -14 | 98 | 25 | 103 | 103 | -6 | 100 | 99 | 99 | 11 |
| CN(C)C(=O)Oc1ccc(Cl)c2cccnc12 | -19 | -24 | 95 | 2 | 94 | 94 | . | 98 | 95 | 98 | 11 |
| Cc1c(C=O)c2ccccc2n1Cc1cccc(F)c1 | 5 | -37 | 102 | 10 | 99 | 103 | -22 | 104 | 100 | 100 | 12 |
| O=C1N(c2cccc(Cl)c2)C(c2cccnc2)N2CCCN12 (stereo not drawn) | -6 | -9 | 96 | 14 | 97 | 96 | 17 | 96 | 96 | 97 | 67 |
